Screening results: PubChem BioAssay, Broad Institute
C diff HTS: C. difficile growth inhibition; growth activity, negative = inhibition, % at 16 µg/mL (by protocol); AID 1259249; Clostridium difficile clinical isolate growth, OD600, 24 h; stronger effect = lower value; 86,000 tested, 0.25% active;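 active means mean growth activity at or below -80% and every replicate also at or below -80%; inconclusive means mean at or below -80% but some replicate above -80%; inactive means mean growth activity above -80%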;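 further: 0% = DMSO wells and -100% = levofloxacin 16 µg/mL wells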
Tcruzi prolif: T. cruzi proliferation inhibition. T. cruzi beta-gal in NIH3T3, GalScreen luminescence, 90 h. inhibition, % at 8.34 µM. 77,000 tested, 5.9% active;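 active means mean inhibition above about 93%, with at least 55% of replicates each passing it, limit read from the data, passing the limit was not always enough; inconclusive means only one of those two conditions holds; inactive means neither condition holds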
Pf Dd2 inh: inhibitors of Plasmodium falciparum Dd2 growth | 94,000 tested, 2.3% active | activity change, % at 10 µM | AID 1159554 | P. falciparum Dd2 growth, SYBR Green, 72 h; stronger effect = lower value; in the data active means activity change below about -80%; inconclusive means no clear call, values can overlap the other calls
GASC1 inh: inhibitors of human demethylase GASC-1 KDM4C; Q9H3R0; GST-KDM4C 2-372, H3K9me3 peptide, LANCE TR-FRET; inhibition, % at 12.5 µM; 96,000 tested, 0.15% active;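 active means mean replicate inhibition above about 25%, with at least 55% of replicates also reaching it, limit read from the data, passing the limit was not always enough; inconclusive means only one of those two conditions met; inactive means neither condition met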
Target sequence (Q9H3R0 2-372 limits assumed): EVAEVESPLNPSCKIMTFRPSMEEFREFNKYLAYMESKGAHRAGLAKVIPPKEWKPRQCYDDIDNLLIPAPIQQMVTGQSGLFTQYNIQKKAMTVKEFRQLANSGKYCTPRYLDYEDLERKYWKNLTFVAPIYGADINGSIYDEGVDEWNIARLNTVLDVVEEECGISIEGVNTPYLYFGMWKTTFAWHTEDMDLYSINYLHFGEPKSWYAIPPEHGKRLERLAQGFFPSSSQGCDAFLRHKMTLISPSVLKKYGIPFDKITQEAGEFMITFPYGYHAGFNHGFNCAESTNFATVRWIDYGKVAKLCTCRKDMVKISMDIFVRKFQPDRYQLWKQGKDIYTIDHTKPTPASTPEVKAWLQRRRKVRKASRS
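Material: N-terminal GST-fused human GASC-1 (KDM4C) fragment, residues 2-372. Input: 10 nM enzyme. Incubation: enzyme reaction 30 min, then detection 60 min, both room temperature. Doses: one test concentration per compound. Read-out basis: inhibition from TR-FRET ratio decrease. Detection: LANCE TR-FRET, excitation 340 nm, emissions 618 and 671 nm.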
Numbers without * were called inactive; ? = inconclusive; . = not tested or not shown; & = joins results of further samples; ! = a repeat was not active. Not a hit list; 7.3% or so of the library scored in one or more.

#1 C[C@@H]1CN([C@@H](C)CO)C(=O)c2cccc(NC(=O)CCCCCC(=O)Nc3ccccc3N)c2O[C@H]1CN(C)Cc1ccc2c(c1)OCO2
#2 O=C(C[C@H]1CC[C@H](NC(=O)CCN2CCCCC2)[C@H](CO)O1)NCc1ccc(Cl)c(Cl)c1
#3 O=C(C[C@@H]1CC[C@@H](NC(=O)c2ccccc2)[C@H](CO)O1)NCc1ccc(Oc2ccccc2)cc1
#4 O=C(NCC1CCCCC1)[C@H]1[C@H](CO)[C@H]2Cn3c(ccc(C4=CCCC4)c3=O)[C@@H]1N2
#5 O=C(Nc1cc(F)ccc1F)N[C@H]1CC[C@H](CC(=O)N2CCc3ccccc3C2)O[C@H]1CO
#6 C[C@@H]1CN([C@H](C)CO)C(=O)Cc2cc(NC(=O)Cc3cn(C)c4ccccc34)ccc2O[C@H]1CN(C)Cc1ccc(C(=O)Nc2ccccc2N)cc1
#7 COCC(=O)N1CC2(CCN(C(=O)NC(C)C)CC2)c2c(n(C)c3cc(OC)ccc23)[C@H]1CO
#8 COc1ccc(CN2C[C@H](O)COC[C@@H]3O[C@H](CC(=O)NCCN4CCCC4)CC[C@H]32)cc1
screen / no. | 1 | 2 | 3 | 4 | 5 | 6 | 7 | 8
C diff HTS | -5 | . | 0 | -1 | . | 1 | -7 | 6&1
Tcruzi prolif | . | 20 | -34 | 45 | 52 | ? | . | -71
Pf Dd2 inh | -88* | 0 | -5 | 22 | -15 | -16 | -33 | 27
GASC1 inh | -0.3 | -0.8 | -1.5 | -1.1 | 1.8 | -1.0 | 0.5 | 2.3

#9 N#C[C@@H]1[C@@H](c2ccccc2)[C@@H](CO)N1C(=O)C1CCCC1
#10 Cc1noc(C)c1NC(=O)Nc1ccc2c(c1)C(=O)N([C@H](C)CO)C[C@H](C)[C@H](CN(C)Cc1ccncc1)O2
#11 C[C@@H]1CN([C@H](C)CO)C(=O)c2cc(NC(=O)CCC(F)(F)F)ccc2O[C@@H](C)CCCCO[C@@H]1CN(C)Cc1ccc(C(=O)O)cc1
#12 C[C@@H]1CN([C@H](C)CO)S(=O)(=O)c2ccc(C3=CCCCC3)cc2O[C@@H]1CN(C)CC1CC1
#13 CNC[C@@H]1Oc2cc(C#Cc3cccnc3)ccc2S(=O)(=O)N([C@@H](C)CO)C[C@@H]1C
#14 N#C[C@@H]1[C@@H](c2ccc(C#CC3CCCC3)cc2)[C@@H](CO)N1C(=O)Cc1ccccn1
#15 CC(=O)N(C)C[C@H]1Oc2cc(C#CCN(C)C)ccc2S(=O)(=O)N([C@@H](C)CO)C[C@@H]1C
#16 C[C@H](CO)N1C[C@H](C)[C@H](CN(C)C(=O)Nc2ccc(C(F)(F)F)cc2)Oc2c(NC(=O)c3cnccn3)cccc2C1=O
screen / no. | 9 | 10 | 11 | 12 | 13 | 14 | 15 | 16
C diff HTS | -17 | -2 | -1 | . | 9 | -3 | -3 | -3
Tcruzi prolif | 55 | . | -93 | 67 | 1 | . | 106* | 36
Pf Dd2 inh | 10 | 0 | 38 | -50 | -59 | -44 | 16 | -5
GASC1 inh | -1.9 | 11 | 1.2 | -0.8 | -1.7 | 1.2 | 0.9 | 0.5

Reprinted at random: two entries already listed
#12 C[C@@H]1CN([C@H](C)CO)S(=O)(=O)c2ccc(C3=CCCCC3)cc2O[C@@H]1CN(C)CC1CC1
#15 CC(=O)N(C)C[C@H]1Oc2cc(C#CCN(C)C)ccc2S(=O)(=O)N([C@@H](C)CO)C[C@@H]1C
screen / no. | 12 | 15
C diff HTS | . | -3
Tcruzi prolif | 67 | 106*
Pf Dd2 inh | -50 | 16
GASC1 inh | -0.8 | 0.9

(listing goes on)
#17 C[C@H]1CN([C@@H](C)CO)C(=O)Cc2cc(NC(=O)Nc3ccc(C(F)(F)F)cc3)ccc2O[C@@H]1CN(C)CC1CCCCC1
#18 CC(C)NC(=O)N(C)C[C@H]1OCCCC[C@@H](C)Oc2ccc(NC(=O)C3CCCCC3)cc2C(=O)N([C@H](C)CO)C[C@@H]1C
#19 CO[C@H]1CN(C)C(=O)c2cc(NC(=O)C3CC3)ccc2OC[C@@H](C)N(Cc2ccccc2)C[C@@H]1C
#20 CO[C@@H]1CN(C)C(=O)c2ccc(NC(=O)C3CC3)cc2OC[C@@H](C)N(C(=O)c2cccnc2)C[C@@H]1C
#21 CCCNC(=O)C[C@@H]1CC[C@H]2[C@H](COc3ccc(NS(=O)(=O)c4ccccc4C)cc3C(=O)N2C)O1
#22 C[C@H](CO)N1C[C@H](C)[C@H](CN(C)Cc2ccccc2)Oc2c(NC(=O)Nc3cccc4ccccc34)cccc2C1=O
#23 N#C[C@H]1[C@H](c2ccc(-c3cccnc3)cc2)[C@@H](CO)N1C(=O)C1CCC1
#24 C/C=C/c1cnc2c(c1)C(=O)N([C@@H](C)CO)C[C@H](C)[C@@H](CN(C)S(=O)(=O)c1ccc(F)cc1)O2
screen / no. | 17 | 18 | 19 | 20 | 21 | 22 | 23 | 24
C diff HTS | 18 | -3&4 | -1 | . | 16 | 19 | 10 | -5
Tcruzi prolif | 16 | 99*! | -37 | -56 | 9 | 87 | 47 | 36
Pf Dd2 inh | -3 | -5&-8 | -26 | 23 | -14 | -41 | -52 | -33
GASC1 inh | -1.8 | 0.7 | -0.4 | 0.5 | -1.3 | 5.8 | -1.4 | 0.7

#25 O=C(Cc1ccncc1)N[C@@H]1CC[C@@H](CCn2cc(-c3ccccc3F)nn2)O[C@@H]1CO
#26 C[C@@H]1CCCCO[C@@H](CN(C)C(=O)Nc2cccc3ccccc23)[C@H](C)CN([C@H](C)CO)C(=O)c2cc(NS(=O)(=O)c3cccs3)ccc2O1
#27 CCCN(C)C[C@@H]1OCCCC[C@@H](C)Oc2ccc(NS(=O)(=O)c3ccc(Cl)cc3)cc2C(=O)N([C@H](C)CO)C[C@@H]1C
#28 C[C@@H]1CN([C@H](C)CO)C(=O)c2cc(NC(=O)c3ccccc3)ccc2O[C@@H](C)CCCCO[C@H]1CN(C)C(=O)Nc1cccc2ccccc12
#29 COc1ccc(NC(=O)N(C)C[C@@H]2Oc3c(NC(=O)NC(C)C)cccc3C(=O)N([C@@H](C)CO)C[C@@H]2C)cc1
#30 CCCNC(=O)C[C@H]1CC[C@H]2[C@@H](COC[C@H](O)CN2C(=O)CC)O1
#31 COc1ccc(NC(=O)Nc2ccc3c(c2)C(=O)N([C@H](C)CO)C[C@H](C)[C@H](CN(C)Cc2ccccc2)OCCCC[C@@H](C)O3)cc1
#32 COc1ccccc1-c1ccccc1[C@H]1[C@@H](C#N)N(C(=O)C2CCOCC2)[C@@H]1CO
screen / no. | 25 | 26 | 27 | 28 | 29 | 30 | 31 | 32
C diff HTS | . | 8 | 0 | -4 | 4 | 10&7 | 0 | -8
Tcruzi prolif | -18 | 105* | -2 | 93 | 30 | . | 86 | .
Pf Dd2 inh | 4 | -24 | -61 | -70 | -4 | 17 | -29 | -24
GASC1 inh | 0.1 | -1.6 | -0.5 | -2.2 | 3.1 | -1.4 | -0.8 | -1.2

#33 CC(C)NC(=O)N(C)C[C@H]1Oc2c(NC(=O)C3CCOCC3)cccc2C(=O)N([C@@H](C)CO)C[C@@H]1C
#34 Cc1ccc(S(=O)(=O)N(C)C[C@H]2Oc3ccc(NC(=O)C4CC4)cc3CC(=O)N([C@@H](C)CO)C[C@H]2C)cc1
#35 COc1ccc(S(=O)(=O)N(C)C[C@@H]2OCCCC[C@H](C)Oc3ccc(N(C)C)cc3C(=O)N([C@H](C)CO)C[C@H]2C)cc1
#36 C[C@H](CO)N1C[C@H](C)[C@H](CN(C)C(=O)CC2CC2)Oc2ncc(C#Cc3cccnc3)cc2C1=O
#37 C[C@@H]1CN([C@@H](C)CO)S(=O)(=O)c2ccc(C#CCN(C)C)cc2O[C@@H]1CN(C)CC1CC1
#38 CN1C(=O)c2cc(NC(=O)c3cccs3)ccc2OC[C@@H]2O[C@H](CC(=O)N3CCOCC3)CC[C@@H]21
#39 COc1ccc(NC(=O)N(C)C[C@H]2Oc3ccc(NC(=O)Cc4cn(C)c5ccccc45)cc3CC(=O)N([C@H](C)CO)C[C@H]2C)cc1
#40 CCS(=O)(=O)N1CCCCN2[C@H](CO)[C@H](c3ccc(-c4ccccc4)cc3)[C@H]2C1
screen / no. | 33 | 34 | 35 | 36 | 37 | 38 | 39 | 40
C diff HTS | -4 | 8 | -8 | 0 | . | 6 | -2 | -11
Tcruzi prolif | 25 | 66 | 65 | 53 | -40 | 15 | 21 | 84
Pf Dd2 inh | 51 | -8 | -29 | -10 | -39 | -3 | 4 | -9
GASC1 inh | -1.2 | -2.0 | 0.9 | 0.0 | 3.1 | -0.8 | -0.4 | 0.2

Three structures from above, arranged by molar mass, high to low.
#35 COc1ccc(S(=O)(=O)N(C)C[C@@H]2OCCCC[C@H](C)Oc3ccc(N(C)C)cc3C(=O)N([C@H](C)CO)C[C@H]2C)cc1
#38 CN1C(=O)c2cc(NC(=O)c3cccs3)ccc2OC[C@@H]2O[C@H](CC(=O)N3CCOCC3)CC[C@@H]21
#36 C[C@H](CO)N1C[C@H](C)[C@H](CN(C)C(=O)CC2CC2)Oc2ncc(C#Cc3cccnc3)cc2C1=O
screen / no. | 35 | 38 | 36
C diff HTS | -8 | 6 | 0
Tcruzi prolif | 65 | 15 | 53
Pf Dd2 inh | -29 | -3 | -10
GASC1 inh | 0.9 | -0.8 | 0.0

More records follow.
#41 C[C@H]1CN([C@@H](C)CO)C(=O)c2cc(NS(=O)(=O)c3cccs3)ccc2O[C@H]1CN(C)C(=O)Nc1ccc(C(F)(F)F)cc1
#42 C[C@@H](NC(=O)C[C@H]1CC[C@@H](NC(=O)C2CCOCC2)[C@H](CO)O1)c1ccccc1
#43 COc1ccc(-c2ccc([C@@H]3[C@@H](CO)N(C(=O)C4CCOCC4)[C@H]3C#N)cc2)cc1
#44 COc1ccc2c3c([nH]c2c1)[C@@H](CO)N(C(=O)Nc1c(C)noc1C)CC31CCN(CC2CCCC2)CC1
#45 C[C@@H]1CCCCO[C@H](CN(C)C(=O)Nc2cccc3ccccc23)[C@H](C)CN([C@@H](C)CO)C(=O)c2cc(NC(=O)Cc3ccccc3)ccc2O1
#46 C[C@@H]1CN([C@@H](C)CO)C(=O)c2cc(C#CC3(O)CCCC3)cnc2O[C@H]1CN(C)S(=O)(=O)c1ccc(F)cc1
#47 CN(C)C(=O)c1cccc(-c2cccc(-c3nc(C(=O)N4CCCCC4)cc4c3[C@H](CCO)N([S@@](=O)C(C)(C)C)C4)c2)c1
#48 COCC(=O)Nc1ccc2c(c1)OC[C@@H](C)N(C(=O)c1cccnc1)C[C@H](C)[C@@H](OC)CN(C)C2=O
screen / no. | 41 | 42 | 43 | 44 | 45 | 46 | 47 | 48
C diff HTS | -2 | -2 | 1 | 0 | 17 | -3 | . | -9
Tcruzi prolif | 0 | 32 | 26 | . | 107* | 28 | 6 | -16
Pf Dd2 inh | 42 | 23 | 8 | -59 | -75 | 23 | -15 | 14
GASC1 inh | -0.7 | -1.0 | -1.0 | -0.9 | -2.6 | -1.1 | 4.0 | -0.3

#49 C[C@@H]1CN([C@H](C)CO)C(=O)c2cc(NC(=O)Nc3ccc(C(F)(F)F)cc3)ccc2O[C@H]1CN(C)S(=O)(=O)c1cccs1
#50 Cc1ccccc1S(=O)(=O)N[C@H]1CC[C@H](CCn2cc(-c3ccc(F)cc3)nn2)O[C@@H]1CO
#51 O=C(C[C@@H]1C=C[C@@H](NC(=O)C2CCC2)[C@H](CO)O1)NC1CCCCC1
#52 COc1ccc(S(=O)(=O)N(C)C[C@H]2Oc3ccc(NS(=O)(=O)c4ccc(C)cc4)cc3CC(=O)N([C@H](C)CO)C[C@@H]2C)cc1
screen / no. | 49 | 50 | 51 | 52
C diff HTS | -2 | . | -1 | -1
Tcruzi prolif | -27 | 10 | . | -22
Pf Dd2 inh | 0 | 6 | . | -53
GASC1 inh | -0.7 | -1.0 | -0.4 | 0.6
